PTAP TSG101 blk = blocks PTAP/TSG101 interaction to inhibit HIV-1 budding; Q99816; Fluorescence polarization, FITC-PTAP peptide / Tsg101 binding; Potency, µM (titrated, usually from 115 µM), for the others: top-dose activity change, negative = inhibition, most hits filed as inhibitors; 340,000 tested, under 10 active; AID 493005; active = well fitted inhibition curve with a large enough effect in the main read-out, with a control signal flat, not every such curve was filed as active; inconclusive = small, poorly fitted or top-dose-only effect, or effect the other way, or a change in a side signal; inactive = no such curve, though single readings can be large or run the other way; also: potency is read from the fitted curve at half-maximal effect; % of control where 0% means no effect
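FP read-out: FITC-PTAP peptide, 50 nM final, binding Tsg101 binding domain, 10 uM final; 20 min, r.t.; 10 mM HEPES pH 7.5, 0.15 M NaCl, 0.01% Tween 20, 3 mM EDTA, 0.1 mM TCEP.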
p53 reactivator = restores transcriptional activity of mutant p53 | Potency, µM (top dose mostly 92.2 µM), inactives show at the top dose activity change, positive = activation, hits mostly activators | hit rate 0.063% among 320,000 | H1299 p53-A138V BP100-luciferase reporter, luminescence, 24 h; also: potency is read from the fitted curve at half-maximal effect; % of control where 0% means no effect; nearly all actives have a fitted effect of over 45% in size
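p53-null H1299 cells stably carrying temperature-sensitive p53-A138V and a BP100-luciferase reporter were pinned with compounds (4-point, 1:5 series) and held 24 hrs at 37 deg C. Luminescence was read 10 min after detection reagent.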
a7 integrin act = integrin-mediated muscular dystrophy alleviation activation; hit rate 0.064% among 350,000; Potency, µM (highest dose often 38.3 µM), inactives show at the highest dose activation, actives largely listed as activators; alpha7betagal myoblasts, beta-gal FDG fluorescence, 48 h;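 also: potency is read from the fitted curve at half-maximal effect; 100% = response of the positive control SU9516; nearly all actives have a fitted effect of over 60% in size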
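Alpha7betagal+/- myoblasts (passage 13) were plated 16-24 hr, then exposed to compounds (1:260 dilution of DMSO stock) for 48 hours at 37C. After MPER lysis, β-galactosidase reporter activity was read as FDG fluorescence (ex 480/em 540) after 30 minutes.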
TCR activator = T cell receptor activation; 330,000 tested, under 10 active; primary human leukocytes, anti-CD3, IL-2 HTRF, 48 h; Potency, µM (highest dose often 9.22 µM), inactives show top-dose activation of IL-2 secretion, actives largely listed as activators; also: % of control where 0% means no effect
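Primary human leukocytes incubated 48 hr with anti-CD3 beads plus compound, without co-stimulation. Secreted IL-2 measured by HTRF (europium cryptate/d2 anti-IL-2 pair, 320 nm excitation, 665 nm emission).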
TRPV1 ag = activates the human vanilloid receptor TRPV1. Q8NER1. TRPV1-expressing cells, Fluo-8 calcium influx, agonist mode. activation, % at 8.33 µM. hit rate 0.19% among 320,000. AID 540275; in the data active = activation above about 80%; inconclusive = between about 30% and that limit; also: 0% is about no effect
Target sequence (Q8NER1 whole entry, looked up): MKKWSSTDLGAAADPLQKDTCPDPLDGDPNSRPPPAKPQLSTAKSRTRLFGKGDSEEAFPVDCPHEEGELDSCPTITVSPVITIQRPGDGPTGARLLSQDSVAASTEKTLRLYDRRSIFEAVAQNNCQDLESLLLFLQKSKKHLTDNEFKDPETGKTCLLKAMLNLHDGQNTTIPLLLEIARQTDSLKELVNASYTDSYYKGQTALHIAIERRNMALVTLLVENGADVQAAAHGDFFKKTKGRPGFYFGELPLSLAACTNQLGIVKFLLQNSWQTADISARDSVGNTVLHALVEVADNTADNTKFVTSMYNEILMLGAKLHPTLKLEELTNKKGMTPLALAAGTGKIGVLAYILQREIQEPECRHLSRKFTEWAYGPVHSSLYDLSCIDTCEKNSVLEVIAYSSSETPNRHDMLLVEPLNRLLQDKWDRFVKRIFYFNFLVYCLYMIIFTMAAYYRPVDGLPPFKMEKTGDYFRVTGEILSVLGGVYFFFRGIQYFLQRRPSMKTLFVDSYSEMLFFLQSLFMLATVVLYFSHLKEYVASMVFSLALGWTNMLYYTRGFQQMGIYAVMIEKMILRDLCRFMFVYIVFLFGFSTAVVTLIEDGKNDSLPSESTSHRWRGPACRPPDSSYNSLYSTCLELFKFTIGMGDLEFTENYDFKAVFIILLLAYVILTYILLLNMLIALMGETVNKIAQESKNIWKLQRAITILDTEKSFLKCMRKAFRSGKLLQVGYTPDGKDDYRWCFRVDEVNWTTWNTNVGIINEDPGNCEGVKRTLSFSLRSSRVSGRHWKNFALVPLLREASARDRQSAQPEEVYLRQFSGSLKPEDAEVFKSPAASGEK
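Fluo-8 calcium influx in TRPV1-expressing cells, kinetic read (ex 480/em 520 nm). Compound added and read 3 min for agonist activity, followed by capsaicin at EC20 final and 2 min further read for enhancement.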
CXXC DNA block = blocks binding of human MLL CXXC domain to DNA; hit rate 0.037% among 290,000; Q03164; Potency, µM (top dose mostly 115 µM), for the others: at the top dose activity change, negative = inhibition, actives largely listed as inhibitors; MLL-CXXC / FITC-HOXA9 DNA fluorescence polarization; AID 2662; active = well fitted inhibition curve with a large enough effect in the polarisation, with a control signal flat, not every such curve was filed as active; inconclusive = small, poorly fitted or top-dose-only effect, or effect the other way, or a change in a side signal; inactive = no such curve, though single readings can be large or run the other way; the % refers to the polarisation; also: potency is read from the fitted curve at half-maximal effect
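Fluorescence polarization: 7 uM MLL-CXXC (stock) preincubated 5 min with compounds, then 50 nM fluorescein-HOX-A9 DNA (stock) added; 30 min ambient. Buffer 50 mM Tris-HCl pH 7.5, 50 mM NaCl, 1 mM DTT, 0.05% BSA.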
AT treatment = potential ataxia-telangiectasia treatments restoring KAP-1 phosphorylation | […] A-T fibroblasts, KAP-1 phosphorylation AlphaLISA; neocarzinostatin DNA damage 30 min before lysis | Potency, µM (series often up to 57.5 µM), for inactives: top-dose activation, actives largely listed as activators | hit rate 0.19% among 320,000 | AID 485349; also: potency is read from the fitted curve at half-maximal effect; % of control where 0% means no effect; nearly all actives have a fitted effect of over 45% in size
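hTERT-immortalized A-T patient fibroblasts ([…]), 500 cells/well in OPTI-MEM, 1% FBS, got compounds for 60 min, then NCS for 30 min at 37C. Lysates were then assayed for phospho-KAP-1 by AlphaLISA (anti-pKAP1 donor, anti-KAP1 acceptor beads), 6 hr at 25C.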
B2AR arrestin = beta2AR (human) beta-arrestin recruitment activity; hit rate 0.02% among 330,000; P07550; beta-arrestin recruitment to beta2AR, cell-based reporter; Potency, µM (titrated, usually from 46.1 µM), without a hit: at the top dose activation, most hits filed as activators;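 also: potency is read from the fitted curve at half-maximal effect; 0% = DMSO controls and full agonism = EC100 isoproterenol or metaproterenol; nearly all actives have a fitted effect of over 65% in size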
ELG1 DNA repair = ELG1-dependent DNA repair inhibition; HEK293T ELG1-luciferase reporter, luminescence, 16 h; DNA damage induced by 5-fluorouridine; Potency, µM (highest dose often 46.1 µM), without a hit: at the top dose activity change, negative = inhibition, usual class: inhibitors; hit rate 2.3% among 330,000; AID 504467; also: potency is read from the fitted curve at half-maximal effect; % is scaled to controls: 0 for no effect and ±100 for the full control effect; nearly all actives have a fitted effect of over 55% in size
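Quantitative HTS, concentration-response format. 2,000 cells/well co-treated with 5-fluorouridine and compound, 16 hr in 5% CO2 at 37 °C; ONE-Glo luminescence read after 30 min.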
BRCA1 expr up = increases BRCA1 expression; hit rate 1.1% among 380,000; MCF7-BRCA1-FFLuc reporter, luminescence, 48 h; response scale: scaled: vehicle 0%, 10 µM genistein 100%; Potency, µM (series often up to 46.1 µM), for the others: at the highest dose activation, most hits filed as activators; also: potency is read from the fitted curve at half-maximal effect; nearly all actives have a fitted effect of over 80% in size; some results filed as inactive show a strong effect at the top dose
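Quantitative HTS in MCF7 cells stably reporting BRCA1 expression via firefly luciferase. Compound treatment lasts 48 h at 37 °C in phenol-red free MEM. Activation is expressed relative to genistein at 10 microM and DMSO.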
* marks the source's active call; other numbers are inactive results; ? = inconclusive; nt = not tested or not shown; & = joins results of further samples; [ ] = dose if it differs, or a comment. Unless noted, calls follow the shape of the dose curve; as a rule, active = well fitted curve in the direction sought with a large enough effect; inconclusive = small, poorly fitted or top-dose-only effect, or another doubt; inactive = no such curve, though single readings can be large; an effect the other way counts as inactive or inconclusive. This is a random part of the collection (roughly 3.8% active in at least one column).

SMILES | PTAP TSG101 blk | p53 reactivator | a7 integrin act | TCR activator | TRPV1 ag | CXXC DNA block | AT treatment | B2AR arrestin | ELG1 DNA repair | BRCA1 expr up
CCOc1ccc(NC(=O)CNC(=O)c2ccc([N+](=O)[O-])cc2)cc1 | -2% | -1% | -21% | nt | -8 | 26% | -2% | 0.3% | -9% | -28%
COc1cccc(/C=C/C(=O)OCC(=O)Nc2nnc(-c3ccccc3)o2)c1 | -1% | 4% | -6% | 2% | -6 | nt | 11% | 0.9% | -3% | -21%
COc1ccc(S(=O)(=O)Nc2ccc(C)cn2)cc1 | -10% | nt | 23% | 16% | -3 | 2% | 1% | 0.3% | -1% | -6%
CCC(=O)N1CCN(c2ccccc2NC(=O)COc2ccccc2Cl)CC1 | -5% | -11% | -10% | 4% | -15 | 0% | 15% | -1.0% | ? | -22%
CC(C)N(Cc1ccccc1)C(=O)CN1C(=O)NC2(CCOc3ccccc32)C1=O (stereo unspecified) | -6% | 1% | 7% | -2% | nt | nt | -5% | 0.1% | -4% | -20%
O=[N+]([O-])c1ccc2c(c1)C(O)n1ncnc1S2 (stereo unspecified) | 0% | 2% | 15% | -2% | -1 | 13% | -3% | -0.1% | -7% | -15%
COc1ccc(C(=O)Nc2cccc(C(C)=O)c2)cc1OC | -3% | 19% | 2%[7.66 µM] | nt | 0 | 1% | -3% | -1.1% | ? | 69%
COC(=O)c1c(-c2ccccc2)csc1N1C(=O)Nc2ccccc2N1O | 0% | 3% | -3% | 5% | -1 | 0% | -2% | 0.1% | ? | 7.9µM*
CCCNC(=O)c1nnsc1S(=O)(=O)c1ccc(Cl)cc1 | -4% | -19% | -72%[inhibitor] | 3% | 2 | -4% | 3% | -1.9% | ? | -66%[inhibitor]
O=P(O)(O)c1ccccc1OCCCCCOc1ccccc1P(=O)(O)O | 0% | -3% | 10% | 15% | -2 | -10% | -2% | 0.4% | -5% | 0%
CCc1ccc(NC(=O)CS(=O)CC(=O)NCC2OCCc3ccccc32)cc1 (stereo unspecified) | -6% | -12% | -9% | -5% | -1 | -6% | -1% | 0.0% | 5% | -4%
COc1ccccc1NC(=O)CSc1nnc(CCNC(=O)c2ccc(C)cc2)n1C | 1% | 4% | -8% | -22% | -4 | -6% | -3% | 3.2% | ? | 35%
COc1cc2cc(C(c3nnnn3C3CCCC3)N3CCCCCC3)c(=O)[nH]c2cc1OC (stereo unspecified) | -7% | 15% | -39% | 1% | 19 | 2% | 4% | 0.5% | 3% | -6%
COc1ccc(C(=O)Nc2ccc(S(=O)(=O)Nc3cc(C)nc(C)n3)cc2)cc1 | -6% | 0% | ? | -3% | 0 | 0% | -3% | 0.0% | 0% | 9%&5%
COc1ccc(C(CC(=O)O)NC(=O)OC(C)(C)C)cc1 (stereo unspecified) | -4% | -2% | 3% | 1%[46.1 µM] | 5 | -4% | -4% | 0.1% | 8% | -2%
COc1cc(OC)cc(C(=O)NCCSC2CCCCC2)c1 | -3% | 1% | -7% | 1% | 2 | 1% | -2% | 0.2% | 0% | 19%
CCOc1ccc(NC(=O)CCn2c(=S)oc3ccccc32)cc1 | -2% | 0% | -6% | -11% | 1 | -10% | 19% | -0.8% | 27% | -50%
Cc1cc(C(=O)CSc2nnnn2C)c(C)n1Cc1ccco1 | 2% | 14% | 3% | -4% | 3 | 1% | -2% | 0.0% | ? | 4.5µM*
CC(C)CC(=O)NC(c1ccccc1)c1c(O)ccc2ccccc12 (stereo unspecified) | 1% | nt | 7% | -4% | 10 | -6% | 13% | 6.5% | ? | -17%
O=C(CCNS(=O)(=O)c1ccc2[nH]c(=O)oc2c1)NCc1ccc(F)cc1 | -5% | 5% | 8% | 12% | -2 | -8% | -5% | -1.1% | 12% | 0%
Cc1c(NC(=O)Nc2cccc(F)c2)c(=O)n(-c2ccccc2)n1C | -6% | 3% | -41% | 4% | 1 | -7% | 10% | 0.5% | -11% | 0%
Cn1cccc1/C=C(/C#N)c1ccc(F)cc1 | 0% | 7% | -16% | 6% | 24 | 6% | -4% | 0.1% | 5% | -8%
COc1ccc(-c2cc(C(F)(F)F)nc(S(=O)(=O)CCCC(=O)Nc3cc(C)on3)n2)cc1OC | -4% | -20% | -62%[inhibitor] | -2% | 0 | ? | 4% | -0.1% | ? | -69%
COc1ccc(C(=O)NCC(=O)N/N=C(C)\C=C\c2ccccc2)cc1OC | -2% | 2% | -19% | -2% | -1 | 3% | 0% | -0.3% | -2% | 10%
Cc1ccc(C2CC(=O)C=C(Nc3ccc(Cl)cc3)C2)cc1 (stereo unspecified) | -1% | -8% | ? | 12%[46.1 µM] | 6 | 13% | -2% | -0.5% | 2% | -22%
CCOC(=O)c1ccc(CNCc2ccc(C)cc2)cc1 | 1% | -10% | -11% | 6%[46.1 µM] | 2 | -7% | 4% | -0.1% | 23% | -10%
CC(C)(C)NC(=O)[C@]1(C)CCC[C@@]2(C)C3CC[C@@]4(C)C[C@]3(CCC21)CC4=O (stereo partly specified) | -6% | 16% | 3% | 2% | 8 | nt | 10% | 0.1% | 5% | -30%
Cc1cc(C)c(NC(=O)CN2C(=O)NC3(CCc4ccccc43)C2=O)c(Cl)c1 (stereo unspecified) | -7% | -3% | 10% | 5% | nt | nt | 9% | -0.3% | 13% | -1%
O=[N+]([O-])c1ccc(N/N=C/C=C/c2ccco2)cc1 | 15% | nt | 1% | -2% | nt | nt | nt | nt | nt | ?
Cc1cc(C)n(-c2nc3sc4c(c3c(=O)[nH]2)CCCC4)n1 | nt | 9% | nt | nt | -4 | -5% | -2% | 0.3% | 17% | nt

Entries of single compounds from above. Screens in order: PTAP TSG101 blk	p53 reactivator	a7 integrin act	TCR activator	TRPV1 ag	CXXC DNA block	AT treatment	B2AR arrestin	ELG1 DNA repair	BRCA1 expr up
Entry for `COc1ccc(-c2cc(C(F)(F)F)nc(S(=O)(=O)CCCC(=O)Nc3cc(C)on3)n2)cc1OC` = -4%	-20%	-62%[inhibitor]	-2%	0	?	4%	-0.1%	?	-69%
Entry for `Cc1cc(C)n(-c2nc3sc4c(c3c(=O)[nH]2)CCCC4)n1` = nt	9%	nt	nt	-4	-5%	-2%	0.3%	17%	nt
Entry for `O=C(CCNS(=O)(=O)c1ccc2[nH]c(=O)oc2c1)NCc1ccc(F)cc1` = -5%	5%	8%	12%	-2	-8%	-5%	-1.1%	12%	0%
Entry for `CC(C)(C)NC(=O)[C@]1(C)CCC[C@@]2(C)C3CC[C@@]4(C)C[C@]3(CCC21)CC4=O` (stereo partly specified) = -6%	16%	3%	2%	8	nt	10%	0.1%	5%	-30%
Entry for `Cc1cc(C)c(NC(=O)CN2C(=O)NC3(CCc4ccccc43)C2=O)c(Cl)c1` (stereo unspecified) = -7%	-3%	10%	5%	nt	nt	9%	-0.3%	13%	-1%

Next entries follow.
SMILES | PTAP TSG101 blk | p53 reactivator | a7 integrin act | TCR activator | TRPV1 ag | CXXC DNA block | AT treatment | B2AR arrestin | ELG1 DNA repair | BRCA1 expr up
COc1ccccc1C(=O)NCC(c1cccnc1)N(C)C (stereo unspecified) | -5% | 1% | -15% | 0% | 1 | -9% | 5% | 0.1% | 1% | -15%
Cc1ccc(Cn2nnnc2CN2CCC(NC(=O)c3ccccc3F)CC2)cc1 | -3% | -15% | -21% | -7% | 4 | 1% | 1% | 0.8% | -6% | -3%
COc1cccc(COc2ccc3c(C)c(Cc4ccccc4)c(=O)oc3c2)c1 | -5% | nt | -40% | 1% | nt | nt | nt | nt | nt | 6%
COc1ccc(C(=O)NC2CC3CCCC(C2)N3Cc2ccccc2)cc1 (stereo unspecified) | -7% | nt | -3% | 5% | 3 | 3% | 5% | 0.2% | 7% | -8%
O=C(CSc1ccc2c(c1)OCCO2)NCCN1C(=O)CSC1=O | -3% | 5% | 21% | -2% | 0 | 1% | 5% | 0.4% | 20% | 57%
O=C(/C=C/c1ccco1)N(Cc1cccc(Cl)c1)C1CCS(=O)(=O)C1 (stereo unspecified) | -8% | 0% | 3% | 1% | -1 | -11% | 8% | 0.0% | -8% | 0%
COc1ccc(CCNC(=O)CN(c2ccc(OC)c(OC)c2)S(=O)(=O)c2ccc(C)cc2)cc1 | -1% | 0% | 3% | -2% | 0 | -3% | -8% | -0.2% | -3% | -25%
O=C(NCCCN1CCCC1)C1CCN(C(=O)c2cc3sccc3n2Cc2ccc(F)cc2)CC1 | -12% | -1% | -11% | -1% | -1 | 12% | -3% | -1.0% | 7% | -3%
CC(C)(C)/C(Cn1cncn1)=N\OC(=O)Nc1ccc(Cl)cc1 | -7% | -3% | 7% | -3%[46.1 µM] | 26 | -6% | 4% | -0.2% | -7% | 13%

Source: PubChem
